# Assay outcomes from PubChem.
# 15-hLO inh: blocks human 15-lipoxygenase activity; P16050; purified 15hLO-1, xylenol orange hydroperoxide absorbance; Potency, µM (titrated, usually from 57.1 µM), for the others: at the top dose activity change, negative = inhibition, most hits filed as inhibitors; 74,000 compounds, 1.4% hits; AID 887; further: potency means the concentration at half of the fitted maximal effect; on the % scale 0 is the no-effect control and ±100 the full control effect; nearly all actives have a fitted effect of over 55% in size
#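 Purified human 15hLO-1 (40 nM final) in 25 mM Hepes pH 7.5, 0.01% Triton X-100 was preincubated with compound 15 min at room temperature, then reacted 6 min with 50 uM arachidonic acid; hydroperoxide detected by Fe-XO, 573/405 nm absorbance ratio.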
# TexasRed autofl: compounds fluorescent in Texas Red spectral region; 59,000 compounds, 0.06% hits; Compound fluorescence, Texas Red channel, 547/618 nm; stronger effect = higher value; max dye-equivalent concentration, M; in the data active means max dye-equivalent concentration above about 10 nM; inconclusive means between about 1.1 nM and that limit
#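 Spectral interference profiling: each compound concentration's relative fluorescence, read with a 547 nm excitation and 618 nm emission filter pair, was normalized to a per-plate Texas Red standard curve.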
# Rhodamine autofl: compound fluoresces in the rhodamine spectral region | Rhodamine-region fluorescence, 547/598 nm, Tris buffer; stronger effect = higher value | max dye-equivalent concentration, M | 59,000 compounds, 0.05% hits | AID 594; in the data active means max dye-equivalent concentration above about 11 nM; inconclusive means between about 1.1 nM and that limit
#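 qHTS spectral profiling of compounds without any target or enzyme present, in pH 8.0 Tris buffer; plates were read after a 15-minute room-temperature incubation using the rhodamine-region filter set.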
# ERK AVP block: inhibitors of vasopressin-stimulated ERK signaling pathway; Potency, µM (series often up to 57.5 µM), for inactives: at the top dose activity, negative = inhibition, most hits filed as inhibitors; 72,000 compounds, 0.99% hits; HEK293-V1b, vasopressin-stimulated pERK AlphaScreen; further: potency means the concentration at half of the fitted maximal effect; on the % scale 0 is the no-effect control and ±100 the full control effect; nearly all actives have a fitted effect of over 55% in size
#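 qHTS, compounds titrated on V1b-expressing HEK293 cells. Preincubation 30 min at 37C, vasopressin 25 nM for 5 min, lysis 10 min, bead incubation 5 hr at room temperature.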
# HADH2 inh: inhibitors of human HADH2 dehydrogenase; Potency, µM (titrated, usually from 57.1 µM), for the others: top-dose activity change, negative = inhibition, actives largely listed as inhibitors; recombinant HADH2, NADH fluorescence, beta-hydroxybutyryl-CoA; 73,000 compounds, 3.4% hits; AID 886; further: potency means the concentration at half of the fitted maximal effect; on the % scale 0 is the no-effect control and ±100 the full control effect; nearly all actives have a fitted effect of over 60% in size; many of its hits are not listed in these tables
# Target sequence (Q99714 whole entry, looked up, one chain of several): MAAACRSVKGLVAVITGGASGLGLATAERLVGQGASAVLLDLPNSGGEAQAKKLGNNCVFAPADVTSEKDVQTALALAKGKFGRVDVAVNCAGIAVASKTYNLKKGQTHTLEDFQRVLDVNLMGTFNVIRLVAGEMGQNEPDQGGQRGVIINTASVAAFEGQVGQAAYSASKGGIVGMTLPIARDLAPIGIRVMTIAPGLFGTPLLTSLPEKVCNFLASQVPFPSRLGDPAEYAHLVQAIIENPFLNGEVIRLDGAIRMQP
#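 NADH fluorescence (ex 360/em 450 nm) read every 30 s for 4 min; activity taken as last-minus-first time point difference. Enzyme 20 nM, NAD+ 1 mM, beta-hydroxybutyryl-CoA 90 uM, pH 9.0 Tris buffer.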
# Luciferase inh: firefly luciferase inhibition; purified firefly luciferase, luminescence, 8 min; P08659; Potency, µM (highest dose often 57.1 µM), without a hit: at the highest dose activity change, negative = inhibition, most hits filed as inhibitors; AID 411; 72,000 compounds, 2.2% hits; further: potency means the concentration at half of the fitted maximal effect; on the % scale 0 is the no-effect control and ±100 the full control effect; nearly all actives have a fitted effect of over 40% in size
# Target sequence (P08659 whole entry, looked up): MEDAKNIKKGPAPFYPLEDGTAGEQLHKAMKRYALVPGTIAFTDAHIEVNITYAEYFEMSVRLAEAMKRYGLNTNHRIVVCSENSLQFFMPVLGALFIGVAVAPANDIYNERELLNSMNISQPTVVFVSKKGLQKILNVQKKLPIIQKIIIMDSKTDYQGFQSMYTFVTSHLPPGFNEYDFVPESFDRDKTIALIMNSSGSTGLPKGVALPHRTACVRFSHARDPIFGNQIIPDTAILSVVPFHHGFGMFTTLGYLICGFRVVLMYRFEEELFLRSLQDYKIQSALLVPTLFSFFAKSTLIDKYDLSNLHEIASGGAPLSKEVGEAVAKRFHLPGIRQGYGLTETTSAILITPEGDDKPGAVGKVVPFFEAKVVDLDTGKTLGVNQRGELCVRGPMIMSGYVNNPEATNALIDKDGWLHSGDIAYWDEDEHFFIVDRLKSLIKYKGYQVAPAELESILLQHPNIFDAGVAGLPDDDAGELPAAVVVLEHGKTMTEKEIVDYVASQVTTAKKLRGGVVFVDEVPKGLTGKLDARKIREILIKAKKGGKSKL
#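 Here, luciferase activity is measured as luminescence following an 8 min room-temperature reaction at 10 uM ATP, pH 7.2. Every library sample is titrated.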
# Active calls of the source: *; i = inactive; ? = inconclusive; . = no result given; [ ] = another dose, or the depositor's remark. Unless noted, the call rests on the fitted dose curve; in most records, active means well fitted curve in the direction sought with a large enough effect; inconclusive means small, poorly fitted or top-dose-only effect, or another doubt; inactive means no such curve, though single readings can be large; an effect the other way counts as inactive or inconclusive. Some of the compounds tested; count on the stated rates, not on these rows.
compound	15-hLO inh	TexasRed autofl	Rhodamine autofl	ERK AVP block	HADH2 inh	Luciferase inh
COc1ccc(OC)c([C@@H](O)[C@H](C)NC(C)(C)C)c1	.	i	i	.	.	-1%[25.5 µM]
COc1cccc(-n2c(C)nc3ccccc3c2=O)c1	.	i	i	.	.	1%[25.5 µM]
CN1CCc2c(c(N3CCCCC3)nc3n[nH]c(N)c23)C1	.	i	i	.	.	-2%[25.5 µM]
C=CCn1c(O)c(C=NCCN(C)C)c(=O)[nH]c1=O	.	i	i	.	.	-1%[25.5 µM]
Cc1c(N=Cc2c(O)n(Cc3ccco3)c(=O)[nH]c2=O)c(=O)n(-c2ccccc2)n1C	.	i	i	.	.	-1%[25.5 µM]
CCCCSP1(=S)NCCCO1 (stereo not drawn)	.	i	i	.	.	-2%[25.5 µM]
CC(=O)C1(c2ccccc2)CCNCC1	.	i	i	.	.	3%[25.5 µM]
CC(C)C(=O)N1CCN(CCN=Cc2c(O)n(C)c(=O)n(C)c2=O)CC1	.	i	i	.	.	2%[25.5 µM]
COc1ccc(Cn2c(O)c(C=NCCCn3ccnc3)c(=O)[nH]c2=O)cc1	.	i	i	.	.	1%[25.5 µM]
C#C[C@]1(O)CC[C@H]2[C@@H]3CCC4=CC(=O)CC[C@]4(C)[C@H]3CC[C@@]21C	.	i	i	.	.	1%[25.5 µM]
COC1=CC(=O)OC(/C=C/c2ccccc2)C1 (stereo not drawn)	.	i	i	.	.	-4%[25.5 µM]
CCCSP1(=S)NCCCO1 (stereo not drawn)	.	i	i	.	.	0%[25.5 µM]

# Taken from above.
# CCCCSP1(=S)NCCCO1 (stereo not drawn) in Luciferase inh reads -2%[25.5 µM]
# CCCSP1(=S)NCCCO1 (stereo not drawn) in Luciferase inh reads 0%[25.5 µM]
# COC1=CC(=O)OC(/C=C/c2ccccc2)C1 (stereo not drawn) in Luciferase inh reads -4%[25.5 µM]
# CC(=O)C1(c2ccccc2)CCNCC1 in Luciferase inh reads 3%[25.5 µM]

# Fetched by compound from the list above (3):
compound	15-hLO inh	TexasRed autofl	Rhodamine autofl	ERK AVP block	HADH2 inh	Luciferase inh
CCCSP1(=S)NCCCO1 (stereo not drawn)	.	i	i	.	.	0%[25.5 µM]
COc1ccc(Cn2c(O)c(C=NCCCn3ccnc3)c(=O)[nH]c2=O)cc1	.	i	i	.	.	1%[25.5 µM]
C#C[C@]1(O)CC[C@H]2[C@@H]3CCC4=CC(=O)CC[C@]4(C)[C@H]3CC[C@@]21C	.	i	i	.	.	1%[25.5 µM]

# Further results follow.
compound	15-hLO inh	TexasRed autofl	Rhodamine autofl	ERK AVP block	HADH2 inh	Luciferase inh
OC(Cc1ccccc1)(c1ccccc1)C1CN2CCC1CC2 (stereo not drawn)	.	i	i	.	.	-2%[25.5 µM]
CC(C)C[C@H](NC(=O)[C@@H]1CCCN1C(=O)[C@@H](N)Cc1ccc(O)cc1)C(=O)NCC(N)=O	.	i	i	.	.	-1%[25.5 µM]
CN1CCC(OC(=O)C2c3ccccc3Oc3ccccc32)CC1	.	i	i	.	.	2%[25.5 µM]
CCn1c(O)c(C(=O)CC2NCCc3ccccc32)c(=O)n(CC)c1=S (stereo not drawn)	.	i	i	.	.	1%[25.5 µM]
O=C1NC(=O)C(C/C=C/c2ccccc2)C(=O)N1	.	i	i	.	.	2%[25.5 µM]
O=C1CC[C@@]2(O)[C@H]3Cc4ccc(O)c5c4[C@@]2(CCN3CC2CC2)[C@H]1O5	.	i	i	.	.	0%[25.5 µM]
Nc1ncc(P(=S)(N2CCOCC2)N2CCOCC2)s1	.	i	i	.	.	1%[25.5 µM]
O=C1NCCN2CCCC12 (stereo not drawn)	.	i	i	.	.	2%[25.5 µM]
COc1ccc2c(c1)c(C(=O)O)c(C)n2CC(C)C	.	i	i	.	.	-1%[25.5 µM]
Cc1ccc(C)c(C2(O)CC(C)N(C)CC2C)c1 (stereo not drawn)	.	i	i	.	.	0%[25.5 µM]
CCOCCN1CCC(OC(C)=O)C(C)C1 (stereo not drawn)	.	i	i	.	.	-1%[25.5 µM]
CCCCC1(CN2CCCC2=O)C(=O)NC(=O)NC1=O	.	i	i	.	.	1%[25.5 µM]
CCN(CC)CCCC(C)N=C(c1ccccc1)c1c(O)n(C)c(=O)n(C)c1=O (stereo not drawn)	.	i	i	.	.	1%[25.5 µM]
COc1ccc(CN2CCN(c3ccccc3)CC2)c(C)c1C	-6%	.	.	.	7%	.
Cc1nc2ccccc2c(=O)n1-c1ccccn1	-6%	.	.	.	1%	.
CN1CCN(CCC(C#N)(c2ccccc2)c2ccccc2)CC1	-9%	.	.	.	7%	.
CN(C(=O)Oc1cccc2cccnc12)c1ccccc1	0%	.	.	.	-12%	.
Cc1cc(OCC(=O)OC(C)C)c2c3c(c(=O)oc2c1)CCCC3	-13%	.	.	.	31%[activator]	.
Cc1ccc(Cn2c(C)c3cnn(CC(=O)N4CCC5(CC4)OCCO5)c(=O)c3c2C)cc1	-4%	.	.	.	-4%	.
Cc1nn(C2CCOC(C)(C)C2)c2c1C(c1ccc3c(c1)OCO3)SCC(=O)N2 (stereo not drawn)	-5%	.	.	.	-18%	.
OCC1OC(n2cnc3cc(Cl)c(Cl)cc32)C(O)C1O (stereo not drawn)	-3%	.	.	-5%	.	.
CNC(C)C1CC[C@H](N)[C@@H](OC2C(N)C[C@H](N)[C@@H](OC3OC[C@](C)(O)C(NC)[C@H]3O)C2O)O1 (stereo partly drawn)	5%	.	.	12%	.	.
C=C1C/C(=C/C)C(=O)O[C@@H]2CCN3CC=C(COC(=O)[C@]1(C)O)[C@@H]23	0%[25.6 µM]	.	.	-16%	.	.
C[C@]12CCC3C(CC[C@]4(O)CC(O)CC[C@@]34C=O)[C@]1(O)CCC2C1=CC(=O)OC1 (stereo partly drawn)	5%	.	.	13%	.	.
CC1(C)S[C@H]2[C@@H](N)C(=O)N2[C@H]1C(=O)O	7%[25.6 µM]	.	.	19%	.	.
CC(=O)OC1CC(OC(C)=O)[C@]2(C)C(CC(OC(C)=O)[C@]3(C)C2CC[C@@]2(C)C(c4ccoc4)C[C@H]4O[C@]432)C1(C)C (stereo partly drawn)	3%	.	.	18%	.	.
CC(C)(C)NCC(O)c1ccccc1Cl (stereo not drawn)	7%	.	.	6%	.	.
C=C(C)C1CNC(C(=O)O)C1CC(=O)O (stereo not drawn)	-1%	.	.	?	.	.
CC1CC[C@@]2(OC1)OC1C(O)C3C4CC[C@H]5CC(O[C@@H]6O[C@@H](CO)[C@H](OC7OC(CO)C(O)C(OC8OCC(O)C(O)[C@H]8O)[C@@H]7O[C@@H]7OC(CO)[C@H](O)[C@@H](O[C@@H]8OC(CO)C(O)C(O)C8O)C7O)C(O)C6O)C(O)C[C@]5(C)C4CC[C@]3(C)C1C2C (stereo partly drawn)	-2%	.	.	?	.	.
CC[C@H]1C2CC3[C@@H]4N(C)c5ccccc5[C@]45C[C@@H](C2[C@H]5O)N3[C@@H]1O (stereo partly drawn)	5%[25.6 µM]	.	.	6%	.	.
CCN1C[C@@]2(COC(=O)c3ccccc3N3C(=O)CC(C)C3=O)CC[C@H](OC)[C@]34C5C[C@@H]6[C@@H](OC)C[C@@](O)(C5[C@H]6OC)[C@@](O)(C13)[C@@H](OC)C24 (stereo partly drawn)	-2%[25.6 µM]	.	.	2%	.	.
C[C@H]1C(=O)O[C@H]2CCN3CC=C(COC(=O)[C@](C)(O)[C@@]1(C)O)C23 (stereo partly drawn)	4%[25.6 µM]	.	.	14%	.	.
CN1C[C@@H](C(=O)N[C@@]2(C)O[C@]3(O)C4CCCN4C(=O)[C@@H](Cc4ccccc4)N3C2=O)C=C2c3cccc4[nH]cc(c34)C[C@@H]21 (stereo partly drawn)	-1%[25.6 µM]	.	.	?	.	.
CC1C(=O)OC2CCN3CC=C(COC(=O)[C@](C)(O)[C@]1(C)O)C23 (stereo partly drawn)	1%	.	.	2%	.	.
CC(C)(O)C1C2OC(=O)C1[C@]1(O)CC3O[C@@]34C(=O)OC2[C@@]14C (stereo partly drawn)	-1%	.	.	1%	.	.
O=C1C=CC(=O)c2c(O)cccc21	2µM*	.	.	?	.	.
O=c1cccc2n1CC1CC2CN2CCCCC12 (stereo not drawn)	1%	.	.	-16%	.	.
CC1(C)C(O)CC(O)[C@]2(C)C1CC(O)[C@]1(C)C2CC[C@@]2(C)C(c3ccoc3)OC(=O)C3O[C@]312 (stereo partly drawn)	9%	.	.	-4%	.	.
CC1CC(Cl)CCC1C(=O)OC(C)(C)C (stereo not drawn)	-12%	.	.	7%	.	.
NC1C[C@H]1c1ccccc1 (stereo partly drawn)	2%	.	.	19%	.	.
C[C@H]1O[C@H](O[C@H]2[C@H](O)[C@@H](O)[C@@H](O)[C@H](O)[C@@H]2O)[C@@H](N)C[C@@H]1NC(=N)C(=O)O	?	.	.	5%	.	.
CCC12C=CCN3CCC4(c5ccc(OC)cc5N(C)C4[C@@](O)(C(=O)OC)C1OC(C)=O)C32 (stereo partly drawn)	7%	.	.	-12%	.	.
CC(C)C[C@H]1C(=O)N2CCCC2[C@]2(O)O[C@](NC(=O)[C@@H]3C=C4c5cccc6[nH]cc(c56)CC4N(C)C3)(C(C)C)C(=O)N12 (stereo partly drawn)	-17%[25.6 µM]	.	.	10%	.	.
COc1cc(C2c3cc4c(c(O)c3CC3COC(=O)C32)OCO4)cc(OC)c1OC (stereo not drawn)	-5%	.	.	9%	.	.
CCC1CN2CCC1CC2C(O)c1ccnc2ccccc12 (stereo not drawn)	-1%[25.6 µM]	.	.	0%	.	.
COc1cc2c(cc1OC)[C@@H]1C(=O)c3ccc4c(c3OC1CO2)CC(C(C)C)O4 (stereo partly drawn)	0%	.	.	-15%	.	.
CC(C)N(C(=O)CCl)c1ccccc1	-5%	.	.	12%	.	.
COC(=O)COc1cc(Cl)c(Cl)cc1Cl	-4%	.	.	-9%	.	.
CNC(=O)O/N=C(/C)SC	21%	.	.	7%	.	.
COc1cc2c(cc1OC)[C@]13CCN4CC5=CCOC6CC(=O)N2[C@@H]1[C@@H]6C5C[C@@H]43 (stereo partly drawn)	-5%[25.6 µM]	.	.	-16%	.	.
CCN1C[C@@]2(C)CC[C@@H](OC)[C@@]34C2C(O)[C@@]2(OCO[C@]25CC(OC)C2C[C@@]3(O)C5C2O)C14 (stereo partly drawn)	1%	.	.	9%	.	.
c1cc2c(cc1C1OC[C@@H]3C(c4ccc5c(c4)OCO5)OCC13)OCO2 (stereo partly drawn)	-8%	.	.	31%[activator]	.	.
O=C(O)CCC1NCC2CC1CN1CCCCC21 (stereo not drawn)	-2%	.	.	-5%	.	.
COc1ccc(/C=C/c2cc(O)cc(O)c2)cc1	-1%	.	.	-13%	.	.
O=C(O)c1ccc2c(c1)OCO2	2%	.	.	47%[activator]	.	.
COC1=CC2C3Cc4ccc(OC)c(O)c4[C@]2(CCN3C)CC1=O (stereo partly drawn)	6%	.	.	-7%	.	.
C=C[C@H]1CN2CCC1C[C@@H]2C(O)c1ccnc2ccccc12 (stereo partly drawn)	-6%[25.6 µM]	.	.	2%	.	.
